# NTR1 ag = agonists of NTR1, primary screen, imaging, U2OS cells, beta-arrestin-GFP, high content (AID 493036); Neurotensin receptor type 1 (Homo sapiens), P30989; NTR1-U2OS beta-arrestin-GFP spot imaging, agonist mode; activation, % at 20 µM; 330,000 tested, 0.17% active;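 active = activation at or above 40% of the spot to cytoplasm intensity ratio, with at least 20 cells analyzed; inconclusive = wells under 20 cells, flagged as cytotoxic or low count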;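 also: 0% = DMSO without peptide and 100% = 100 nM NTR1 peptide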
# Target sequence (P30989 whole entry, looked up): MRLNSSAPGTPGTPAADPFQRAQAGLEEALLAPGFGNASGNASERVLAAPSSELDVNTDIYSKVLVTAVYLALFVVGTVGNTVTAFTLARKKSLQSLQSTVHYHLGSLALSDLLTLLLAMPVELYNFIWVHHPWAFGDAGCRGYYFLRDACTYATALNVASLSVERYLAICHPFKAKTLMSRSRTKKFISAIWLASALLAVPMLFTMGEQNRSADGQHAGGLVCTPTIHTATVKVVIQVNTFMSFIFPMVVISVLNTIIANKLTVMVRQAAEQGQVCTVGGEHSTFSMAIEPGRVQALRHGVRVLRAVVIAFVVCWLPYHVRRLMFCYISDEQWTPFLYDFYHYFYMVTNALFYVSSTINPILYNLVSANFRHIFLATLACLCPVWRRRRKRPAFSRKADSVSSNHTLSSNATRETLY
# T cell modulator = modulators of CD8 T cell-vesicle binding, primary screen, mouse 2C CD8+ T cells, flow cytometry. AID 2052, 2009. calls only at 7 µM. 2C CD8+ T cell-vesicle binding; active compounds read low. 330,000 tested, 0.068% active;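 active = response, share of CD8 T cells binding vesicles, and their 90th percentile fluorescence all below set limits, cut at about 80% in these data, passing the limit was not always enough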
#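 Read-out – percent CD8+ FL2 mean versus row control · System – murine 2C transgenic CD8+ T lymphocytes · Times – 1.5 h cell–vesicle binding at 37 °C, then 20 min icy labelling · Control set – naked vesicles low, QL9 vesicles with vehicle high · Detection – cytometric PE anti-B7-1 and Alexa647 anti-CD8 signals after 1% paraformaldehyde fixation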
# GPR55 LPI antagonism = GPR55 antagonists blocking LPI-driven arrestin recruitment, primary screen, imaging, U2OS, beta-arrestin-GFP, LPI agonist (AID 2013). G-protein coupled receptor 55 (Homo sapiens). U2OS GPR55 beta-arrestin-GFP translocation imaging, LPI antagonism; higher % means a stronger effect. one-dose inhibition, % at 10 µM; IC50 in µM for titrated hits. 290,000 tested, 0.13% active;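 active = spots per cell inhibited over 60%, with over 100 cells counted and total cytoplasm intensity under 500,000; inconclusive = wells with under 100 cells, flagged as likely toxic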;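 also: U2OS cells stably carrying GPR55 and arrestin-GFP stimulated by 5 µM LPI near EC80; imaged beta-arrestin-GFP aggregate spots per cell after agonist stimulation; plate controls were LPI-stimulated DMSO wells for no effect and DMSO wells without LPI for full effect; some results filed as inactive read as strong as hits; confirmed hits need IC50 under 10 µM and bright autofluorescent wells are also inconclusive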
# Large T inhibition = SV40 large T antigen inhibitors, biochemical (AID 1903) | SV40 large T antigen ATPase/helicase inhibition assay; higher % means a stronger effect | inhibition, % at 20 µM; hits with a dose series show IC50 in µM | 310,000 tested, 0.39% active; in the data active = a potency from the dose series; inconclusive = inhibition mostly from about 32% at the one dose, without a potency; inactive = the rest, 99 in 100 with inhibition below about 32%; also: strong numbers were not always called active
# LYP inhibition = inhibitors of LYP phosphatase, biochemical, fluorescence intensity, uHTS (AID 1779); Tyrosine-protein phosphatase non-receptor type 22 (Homo sapiens); inhibition, % at 11.5 µM; hits with a dose series show IC50 in µM; recombinant LYP phosphatase, fluorescence intensity; higher % means a stronger effect; 290,000 tested, 0.054% active; in the data active = inhibition above about 50%;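 also: plate controls were vehicle with enzyme for no effect and no enzyme for full effect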
# GPR35 antagonists = GPR35 antagonists blocking zaprinast-driven arrestin recruitment, primary screen, imaging, U2OS, beta-arrestin-GFP, zaprinast agonist (AID 2058). U2OS GPR35 beta-arrestin-GFP translocation imaging, zaprinast antagonism; higher % means a stronger effect. G-protein coupled receptor 35 (Homo sapiens). 290,000 tested, 0.052% active. one-dose inhibition, % at 10 µM; IC50 in µM for titrated hits;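 active = inhibition of at least 50% with at least 30 cells and total cytoplasm GFP at most 10,000,000; inconclusive = under 30 cells or total GFP of 10,000,000 plus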
# GPR55 beta-arrestin = GPR55 agonists via beta-arrestin recruitment, primary screen, imaging, U2OS cells, beta-arrestin-GFP redistribution (AID 1961); G-protein coupled receptor 55 (Homo sapiens); U2OS GPR55 beta-arrestin-GFP redistribution imaging; higher % means a stronger effect; 290,000 tested, 0.048% active; one-dose activation, % at 10 µM; EC50 in µM for titrated hits;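 active = activation above 40% with more than 50 cells counted in the well; inconclusive = wells holding fewer than 50 cells, flagged as toxic or sparse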;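 also: U2OS osteosarcoma cells stably expressing GPR55 and beta-arrestin-GFP; plate controls were DMSO negative control for no effect and LPI positive control for full effect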
# Hep lipid drop = inhibitors of hepatocyte lipid droplet formation, primary screen, imaging, high-throughput imaging, BODIPY stain | AML12 mouse hepatocytes, oleate lipid droplets | inhibition, % at 6.5 µM | 240,000 tested, 0.4% active;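 active = lipid droplet intensity inhibited by at least 50%, with more than 500 cells counted; inconclusive = wells with under 300 cells, treated as cytotoxic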
#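 Material – mouse AML12 hepatocyte cell line, fixed after treatment · Compound dosing – one dose, 6.5 µM compound · Times – compound with oleate, overnight · Measured by – Image-based BODIPY and DAPI two-channel analysis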
# MgcRacGAP inhibition = MgcRacGAP GTPase-activating activity inhibitors, confirmation, biochemical, ADP Hunter fluorescence; Rac GTPase-activating protein 1 (Homo sapiens); MgcRacGAP-stimulated Rac1 GTP hydrolysis, ADP Hunter fluorescence; higher % means a stronger effect; GST-tagged Rac1 F28L mutant substrate; one-dose inhibition, % at 30 µM; IC50 in µM for titrated hits; 340,000 tested, 0.6% active; AID 624330, 2012;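 active = first-screen hits whose inhibition reached a set limit at any dose in the follow-up dose series; inconclusive = inhibition above the set first-screen limit but never retested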;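 also: fluorescence reports GDP produced by GAP-driven GTP hydrolysis; strong numbers were not always called active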
# Hep lipid drop cells 6.5 µM = recorded beside Hep lipid drop, whose call it bears; cell count; measured here: cell count, cytotoxicity flag;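 cells counted across two imaged fields per well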
# T cell modulator vesicle-bound % = recorded beside T cell modulator, whose call it bears; double positive events, %; measured here: CD8+ vesicle-bound cell fraction;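 binding gate set so that unloaded-vesicle control wells show 10% double positive cells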
# NTR1 ag cell count 20 µM = further read-out of NTR1 ag, marked with its call; cell count; measured here: cell count, cytotoxicity flag
# Starred values were filed as active, the others as inactive; i = inactive; ? = inconclusive; / = not tested or not shown.
# Screens in order – T cell modulator, GPR55 beta-arrestin, Hep lipid drop cells 6.5 µM, Large T inhibition, GPR55 LPI antagonism, NTR1 ag, T cell modulator vesicle-bound %, NTR1 ag cell count 20 µM, GPR35 antagonists, MgcRacGAP inhibition, Hep lipid drop, LYP inhibition
CNC(=O)N(O)C1N(/N=C/c2cccnc2)C(=S)SC1(C)C (centres undefined)
→ i, -0.1%, 790, -2.2%, 9.3%, -0.2, 10.0, 55, 1.6%, 5.3%, -4.9, -3.6%
Cc1cc(-c2ccc(C(C)C)c(S(=O)(=O)N3CCN(c4ccccc4)CC3)c2)on1
→ i, -0.1%, 359, 8.6%, -27.5%, 2.0, 43.2, 50, -4.2%, 3.8%, -226.6, -2.2%
Cn1c(SCC(=O)NC2CCCCCC2)nnc1-c1cccs1
→ i, -0.1%, /, 16.7%, 0.6%, 0.7, 47.2, 49, 3.7%, 5.0%, /, -7.2%
O=C1CSC(c2cccc([N+](=O)[O-])c2)N1c1ccccc1 (centres undefined)
→ i, -0.5%, 672, 3.6%, 5.0%, 1.1, 19.9, 46, 5.5%, 4.6%, 0.9, -2.3%
CN(C)S(=O)(=O)c1cccc(NC(=O)C2Cc3ccccc3CN2C(=O)c2ccccc2)c1 (centres undefined)
→ i, -0.2%, 766, 3.0%, 52.8%, -0.4, 15.0, 41, 11.1%, -3.3%, -13.1, -5.4%
COc1ccc(N2CCN(C(=S)Nc3cc(C)cc(C)c3)CC2)cc1
→ i, 0.5%, /, 11.5%, 6.5%, -0.3, 29.8, 45, 4.9%, 6.7%, /, 1.4%
CC1CCc2cc(F)cc3c(O)c(C(=O)NCC4CCCO4)c(=O)n1c23 (centres undefined)
→ i, -0.1%, 681, 4.5%, 6.4%, -3.8, 32.9, 94, 0.1%, 2.4%, -12.8, -5.4%
O=C(O)c1ncc(-c2ccccc2)cn1
→ i, -0.2%, /, 9.8%, 11.2%, 1.9, 10.2, 75, -13.8%, 8.9%, /, -1.2%
CCOCCCNC(=O)C(c1ccc(OC)cc1)N(Cc1cccs1)C(=O)CNC(C)=O (centres undefined)
→ i, -0.1%, 681, 25.1%, -10.4%, 1.6, 11.8, 55, -12.5%, 4.1%, 14.5, 2.7%
Cc1cccc(CSCc2ccc(C(=O)NC(C)C)o2)c1
→ i, 0.0%, 403, 9.7%, -4.4%, 0.8, 52.7, 97, -7.6%, 9.7%, -7.4, -4.7%
Cc1cccc(C(=O)NCC(=O)NNC(=O)c2ccccc2O)c1
→ i, /, /, 20.3%, /, 0.2, 42.1, 54, /, 2.8%, /, /
COC(=O)c1c(NC(=O)Cn2nc(C(F)F)cc2C(F)F)sc(C)c1C
→ i, 0.0%, /, 16.6%, -6.6%, -0.3, 16.8, 49, 10.0%, 8.0%, /, 8.4%
O=Cc1c(N2CCN(c3cccc(Cl)c3)CC2)nc2ccccn2c1=O
→ i, 0.3%, 669, 3.3%, 14.7%, -3.3, 40.3, 110, -7.1%, 10.3%, 6.1, -2.5%
CC(=O)CSc1nc2ccccc2o1
→ i, -0.4%, 716, 11.2%, 2.1%, -2.0, 42.3, 84, 11.9%, 4.2%, 8.2, -5.7%
CC(C(=O)Nc1ccc(S(=O)(=O)N2CCCCC2)cc1)N1CCN(c2ccccn2)CC1 (centres undefined)
→ /, 0.3%, 692, 8.7%, 7.3%, 0.9, /, 51, 6.0%, /, -3.2, -2.3%
CN1CCN(C(=O)c2cccn(Cc3c(Cl)cccc3Cl)c2=O)CC1
→ i, -0.1%, 409, 5.5%, 6.9%, -1.2, 25.0, 80, -3.0%, 7.0%, 2.6, -8.0%
Cc1ccc(-n2cc(CCCCCCCCC(=O)O)nn2)cc1
→ i, -0.3%, /, 8.5%, -7.0%, -1.0, 17.9, 87, 4.4%, 14.7%, /, -3.7%
COCc1cc(C)nc2sc3c(=O)n(-c4cccc5ccccc45)nnc3c12
→ i, -0.3%, /, -1.6%, -1.8%, 2.4, 2.5, 83, 9.0%, 7.2%, /, 5.5%
CCOC(=O)c1cc(-c2ccccc2)n(CC(=O)N2CCCC2)c1C
→ i, -0.1%, /, 0.1%, 19.4%, -0.2, 27.6, 59, 2.0%, -3.2%, /, -1.3%
COC(=O)c1ccccc1NC(=O)Nc1nnc(N2CCCCC2C)s1 (centres undefined)
→ i, -0.2%, 764, 9.4%, 22.2%, -1.6, 49.4, 95, -8.5%, 11.7%, 3.2, -2.4%
C=CCn1c(-c2cccn(Cc3cccc(Cl)c3)c2=O)n[nH]c1=S
→ i, 0.0%, /, 4.6%, -5.8%, -1.1, 22.0, 61, 18.2%, 6.0%, /, -6.2%
O=C(CSc1nc2ccccc2c(=O)n1-c1ccccc1)c1cccc([N+](=O)[O-])c1
→ i, /, /, 18.9%, /, 2.9, 49.5, 65, /, 9.6%, /, /
CC(C)Cn1nc(NC(=O)C(C)(C)C)c2cc3ccccc3nc21
→ i, -0.2%, /, 13.8%, -1.7%, 1.7, 27.5, 94, 13.5%, 9.7%, /, -8.6%
CCCc1cc(=O)n2[nH]c(-c3cccc(Br)c3)cc2n1
→ i, -0.2%, 817, 11.3%, 2.4%, 2.2, 41.5, 54, 9.1%, 9.7%, -2.0, -5.6%
COc1ccc(CN(C(=O)c2snc(C(N)=O)c2N)C(C(=O)NC(C)(C)C)c2ccco2)cc1 (centres undefined)
→ i, -0.3%, /, 12.2%, -0.9%, 3.3, 20.5, 60, -2.5%, 2.2%, /, -6.3%
CCCc1cc(=O)[nH]c(SCC(=O)Nc2ccc(Br)cc2Br)n1
→ i, -0.4%, 656, 8.6%, 10.3%, -1.2, 55.3, 44, -9.5%, 6.8%, 15.4, -2.8%
CC(C)(C)C(=O)NC(Nc1cccc2cccnc12)C(Cl)(Cl)Cl (centres undefined)
→ i, -0.1%, /, -8.1%, 1.1%, 6.1, 40.3, 48, 3.9%, 7.7%, /, -0.1%
NC(=S)N/N=C1\CCSc2ccc(Cl)cc21
→ i, 0.8%, 650, 9.0%, 14.2%, 4.3, 57.4, 43, -2.7%, /, -8.3, -3.3%
Cc1ccc([N+](=O)[O-])cc1NC(=O)CN(C)CCOc1ccccc1
→ i, 0.4%, 781, 4.5%, 0.2%, 1.1, 46.4, 91, -13.9%, ?, -3.5, -7.2%
Oc1c(Br)cc(/C=N/n2c(-c3ccccc3)n[nH]c2=S)c(O)c1Br
→ i, -0.2%, 798, 30.1%, -0.5%, /, 60.2, /, -6.7%, ?, 0.1, -9.0%
CC(C)/C=C(/C(=O)c1ccc(Cl)cc1Cl)n1cncn1
→ i, -0.1%, 408, 12.2%, 5.1%, 1.0, 21.7, 84, -6.7%, 7.7%, -1.3, -6.2%
O=c1c(C(c2ccc(Br)cc2)c2c(O)nc3n(c2=O)CCCS3)c(O)nc2n1CCCS2
→ i, 0.6%, 609, 17.7%, 2.5%, 0.3, 13.6, 65, -1.1%, 8.2%, -7.3, -3.8%
C/C(=N\NC(=S)NC(C)C)c1cccc([N+](=O)[O-])c1
→ i, -0.1%, 709, 2.8%, 7.3%, 1.7, 60.8, 84, 13.2%, 6.2%, 6.8, -2.4%
CC1CC(C)CN(C(=O)CSc2nc(N)cc(=O)[nH]2)C1 (centres undefined)
→ i, 0.0%, 707, 3.5%, 6.2%, 1.8, 32.7, 48, 8.9%, 9.3%, 10.2, 6.4%
O=C(NCCC1CCCCN1S(=O)(=O)c1ccc(F)cc1)C(=O)NCc1ccncc1 (centres undefined)
→ i, /, /, 8.1%, /, -0.9, 43.7, 38, /, 4.5%, /, /
Clc1ccc(OCCOCCN2CCc3ccccc3C2)c(Cl)c1
→ i, -0.3%, 660, -12.6%, 5.7%, -0.1, 9.2, 75, 15.2%, 10.7%, -25.1, -5.9%
Cc1cccc(C(=O)N(CC(=O)Nc2sc(C)c(C)c2C(N)=O)C2CCCC2)c1
→ i, 0.4%, 691, 6.3%, -7.9%, -1.1, 41.6, 66, -10.5%, 6.9%, -12.5, -10.3%
Clc1nc2c(-c3ccccc3)nnn2c2ccccc12
→ i, 0.0%, 709, 6.8%, 9.1%, 24.1, 31.9, 52, 12.2%, 11.0%, 0.7, 0.0%
C/C(=C\C(=O)c1ncc(C(F)(F)F)cc1Cl)N(C)C
→ i, -0.2%, 699, 9.2%, 12.8%, -0.4, 5.1, 56, -4.0%, 6.0%, 7.2, -0.2%
Cc1cc(C)nc(N2CCC(C(=O)Nc3cccc(C(F)(F)F)c3)CC2)n1
→ i, -0.2%, 782, -1.9%, -12.6%, 2.0, 28.8, 71, -0.6%, -11.5%, 0.1, -4.2%
CCOc1ncccc1C(=O)OCC(=O)N(CC(C)C)C1CCS(=O)(=O)C1 (centres undefined)
→ i, 0.2%, 706, -4.4%, 11.3%, 1.5, 9.1, 58, 3.3%, 1.0%, -5.5, -1.1%
CCN(CC)CCCN(Cc1cc2cc3c(cc2[nH]c1=O)OCO3)C(=S)Nc1ccccc1OC
→ i, 0.6%, 667, 0.8%, 1.8%, 0.3, 40.6, 66, 1.3%, 4.5%, -4.4, -9.5%
COc1cccc(C(C(=O)NC2CCCC2)N(C(=O)c2ccco2)C2CC2)c1OC (centres undefined)
→ i, -0.6%, /, 13.9%, -0.8%, -0.9, 18.1, 46, -3.4%, 16.6%, /, -7.4%
Cc1nn(Cc2ccc(F)cc2)c2sc(C(=O)Nc3nccs3)cc12
→ i, 0.0%, 602, 0.1%, 2.8%, 4.5, 49.7, 99, 14.7%, 2.2%, -33.3, -0.3%

# Screens from PubChem BioAssay.
